High-throughput results: PubChem, Fisher Drug Discovery Resource Center
mcGAS lum – inhibitors of mouse cGAS; recombinant cGAS, Kinase-Glo ATP depletion luminescence; inhibition, % at 12.5 µM; hit rate 0.15% among 160,000; AID 1259399;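 further: 0% = negative control wells and 100% = reference inhibitor with no enzyme activity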
hcGAS inh – blocks human cGAS activity. hit rate 0.081% among 290,000. inhibition, % at 12.5 µM. Q8N884. recombinant h-cGAS, ATP depletion, Kinase-Glo luminescence;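 further: 0% = vehicle reaction and 100% = reaction without DNA for no activity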
Target sequence (Q8N884 whole entry, looked up): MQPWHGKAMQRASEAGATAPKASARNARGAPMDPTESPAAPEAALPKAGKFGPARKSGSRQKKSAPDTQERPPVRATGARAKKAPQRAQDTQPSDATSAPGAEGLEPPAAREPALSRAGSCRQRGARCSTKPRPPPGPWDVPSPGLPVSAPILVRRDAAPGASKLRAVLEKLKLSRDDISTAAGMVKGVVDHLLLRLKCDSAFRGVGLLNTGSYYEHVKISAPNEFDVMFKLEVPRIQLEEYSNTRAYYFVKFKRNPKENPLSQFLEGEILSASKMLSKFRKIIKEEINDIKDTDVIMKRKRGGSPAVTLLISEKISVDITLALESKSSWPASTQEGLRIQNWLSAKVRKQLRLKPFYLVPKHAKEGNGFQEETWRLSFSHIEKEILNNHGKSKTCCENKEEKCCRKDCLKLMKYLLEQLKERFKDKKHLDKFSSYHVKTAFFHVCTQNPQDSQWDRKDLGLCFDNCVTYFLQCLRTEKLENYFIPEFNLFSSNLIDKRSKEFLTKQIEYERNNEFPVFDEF
NPYLR7 agonist – mosquito NPYLR7 agonism. HEK293T NPYLR7/Galpha15, GCaMP6s calcium fluorescence. activation, % at 10 µM. hit rate 0.15% among 270,000; in the data active means activation above about 40%;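 further: 0% = vehicle and 100% = reference agonist at the receptor; some compounds past the cut are filed as inactive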
Numbers without * were called inactive; . = no result given; & = joins results of further samples. Unless noted, no stated cut-off is given here; in the data, active means inhibition above about 40%; inactive means the rest.

Value order: NPYLR7 agonist | mcGAS lum | hcGAS inh
Cn1ccsc1=NC(=O)C1(c2cccc(Cl)c2)CC1
 : 16 | -16 | -7
COc1ccc(S(=O)(=O)NCC2CCCO2)cc1N1CCN(C(=O)c2cc(Cl)cc(Cl)c2)CC1 (stereo not given)
 : -4 | -5 | -2
CN1CCN(Cc2cccc(NCc3cnn(C)c3)c2)CC1
 : -2 | -2 | 3
CCOc1ccc(S(=O)(=O)Nc2cc(Sc3ncn[nH]3)c(O)c3ccccc23)cc1
 : -10 | 8 | -7
O=C(NC(Cc1ccccc1)C(=O)Nc1nnc(-c2cccc(Br)c2)s1)c1ccc(F)cc1 (stereo not given)
 : -1 | -5 | -3
CC(C)c1cc(NC2CCCC2)n2ncc(-c3ccccc3)c2n1
 : -1 | -6 | -6
Cc1cc(NS(=O)(=O)c2ccc(NC(=O)c3cc4ccccc4oc3=O)cc2)no1
 : -6 | 0 | 1
CCCN(C)C(=O)c1ccc2c(c1)C(=O)N(c1ccc(OCC)cc1)C2=O
 : 0 | -7 | -4
COC(=O)CSc1nc2sc3c(c2c(=O)n1Cc1ccccc1)CCCC3
 : 0 | -2 | 1
Cn1c2ccccc2n2c3cnc(N4CCOCC4)nc3c(=O)c(C#N)c12
 : -1 | . | -7
COc1cc(C=Nn2c(-c3ccc(Cl)cc3)n[nH]c2=S)ccc1OC(C)=O
 : -8 | 3 | 4
CC1=NNc2nc3c(c(=O)n(CCCc4ccccc4)c(=O)n3C)n2C1
 : 10 | -11 | -12
O=C(NCc1ccncc1)c1coc(CN(CCc2c[nH]c3ccccc23)Cc2ccc(Cl)cc2)n1
 : 19 | -6 | -5
CN(C)S(=O)(=O)c1ccc(N=Nc2sc(N)nc2-c2cc(F)ccc2F)cc1
 : 0&5 | . | -15&-17
Cc1ccc(N2CN(CC(=O)N(C)C3CCCCC3)S(=O)(=O)c3cccnc32)cc1
 : -9 | . | 1
O=C(CN1CCc2sccc2C1c1cccs1)Nc1ccc(F)cc1F (stereo not given)
 : 2 | -17 | 0
CCN(CC(=O)N(C1CCC(C)CC1)C1CC1)CC(C)C#N (stereo not given)
 : -3 | . | -15
O=C(Cc1ncc[nH]1)c1ccccc1
 : 4 | . | -4
O=C(COC(=O)C1CC1c1ccc(Cl)cc1)C1CC1 (stereo not given)
 : 6 | . | -6
C=CCN1CC2(CCC1=O)CCN(C(=O)NC(C)CC)CC2 (stereo not given)
 : . | 0 | 3
CCOC(=O)c1c(NC(=O)C2C(C=C(Cl)Cl)C2(C)C)sc(C(=O)Nc2ccccc2)c1C (stereo not given)
 : -5 | -6 | 2
Cc1ccc2nc(C)c(C(=O)NC3CC(=O)N(CCc4ccccc4)C3)n2c1 (stereo not given)
 : 6 | . | -8
COCC(=O)N1CCN([C@@H]2C[C@@H]3CO[C@H](c4ccccc4)C[C@@H]3C2)CC1
 : 24 | -9 | -4
CCC1CCCN(Cc2ccc(-n3ccnc3)nc2)C1 (stereo not given)
 : 2 | . | -3
CCOCCCN(CC(=O)N(Cc1ccc2c(c1)OCO2)Cc1sccc1C)C(=O)Nc1ccccc1C
 : 7 | -6 | -7
O=C1COc2cc(C(=O)N(Cc3ccc(C(=O)NC4CC4)cc3)C3CC3)ccc2N1
 : -1 | . | 2
Cc1ccc(S(=O)(=O)N(C)CC(=O)c2cc(C)n(C3CC3)c2C)cc1
 : 4 | . | -7
O=C(O)CSc1ccc(S(=O)(=O)C(F)(F)F)cc1[N+](=O)[O-]
 : -5 | . | 0
O=C(NCCn1ncc2c(N3CCCC3)ncnc21)C1CC1
 : -1 | -7 | -11
C#CCOCC(O)CN(Cc1ccc(OC)cc1)Cc1cccc(C)c1 (stereo not given)
 : -3 | 1 | 3
Cc1ccc(C2(O)CCN(C(=O)c3c(-c4ccccc4)noc3C)CC2)nc1
 : 1 | -14 | -5
CCOc1ccc(-c2nc(CN3N=NC4C(=O)N(c5cc(C)cc(C)c5)C(=O)C43)c(C)o2)cc1 (stereo not given)
 : 5 | -8 | -3
CCCn1cnnc1CN(C)Cc1nc(-c2ccco2)oc1C
 : -5 | . | -7
O=C(NCc1ccccn1)Nc1cccc(F)c1
 : -1 | -7 | -3
Cc1nccn1Cc1ccccc1NC(=O)c1ccc(C2CCCN2)s1 (stereo not given)
 : 4 | . | -4
COc1ccccc1C(=O)Nc1ccc(-c2c(-c3ccccc3F)[nH]n(-c3ccccc3C)c2=O)cc1
 : . | -6 | -1
C=CCC(O)(CC=C)c1ccc(CN(Cc2ccc(OC)cc2)C2CC2)o1
 : -5 | 0 | -1
O=C(C1CCC1)N1CCCN(Cc2cccc3cnccc23)CC1
 : 5 | . | -4
O=S(=O)(c1cc(Cl)c(Cl)s1)N1CCn2cncc2C1
 : 3 | -11 | -7
CCNc1cc(NCCNC(=O)C(C)(C)C)nc(C)n1
 : 2 | . | -5

For convenience, 21 of the compounds above:
Value order: NPYLR7 agonist | mcGAS lum | hcGAS inh
C=CCN1CC2(CCC1=O)CCN(C(=O)NC(C)CC)CC2 (stereo not given)
 : . | 0 | 3
CCOC(=O)c1c(NC(=O)C2C(C=C(Cl)Cl)C2(C)C)sc(C(=O)Nc2ccccc2)c1C (stereo not given)
 : -5 | -6 | 2
Cc1ccc2nc(C)c(C(=O)NC3CC(=O)N(CCc4ccccc4)C3)n2c1 (stereo not given)
 : 6 | . | -8
COCC(=O)N1CCN([C@@H]2C[C@@H]3CO[C@H](c4ccccc4)C[C@@H]3C2)CC1
 : 24 | -9 | -4
CCC1CCCN(Cc2ccc(-n3ccnc3)nc2)C1 (stereo not given)
 : 2 | . | -3
CCOCCCN(CC(=O)N(Cc1ccc2c(c1)OCO2)Cc1sccc1C)C(=O)Nc1ccccc1C
 : 7 | -6 | -7
O=C1COc2cc(C(=O)N(Cc3ccc(C(=O)NC4CC4)cc3)C3CC3)ccc2N1
 : -1 | . | 2
Cc1ccc(S(=O)(=O)N(C)CC(=O)c2cc(C)n(C3CC3)c2C)cc1
 : 4 | . | -7
O=C(O)CSc1ccc(S(=O)(=O)C(F)(F)F)cc1[N+](=O)[O-]
 : -5 | . | 0
O=C(NCCn1ncc2c(N3CCCC3)ncnc21)C1CC1
 : -1 | -7 | -11
C#CCOCC(O)CN(Cc1ccc(OC)cc1)Cc1cccc(C)c1 (stereo not given)
 : -3 | 1 | 3
Cc1ccc(C2(O)CCN(C(=O)c3c(-c4ccccc4)noc3C)CC2)nc1
 : 1 | -14 | -5
CCOc1ccc(-c2nc(CN3N=NC4C(=O)N(c5cc(C)cc(C)c5)C(=O)C43)c(C)o2)cc1 (stereo not given)
 : 5 | -8 | -3
CCCn1cnnc1CN(C)Cc1nc(-c2ccco2)oc1C
 : -5 | . | -7
O=C(NCc1ccccn1)Nc1cccc(F)c1
 : -1 | -7 | -3
Cc1nccn1Cc1ccccc1NC(=O)c1ccc(C2CCCN2)s1 (stereo not given)
 : 4 | . | -4
COc1ccccc1C(=O)Nc1ccc(-c2c(-c3ccccc3F)[nH]n(-c3ccccc3C)c2=O)cc1
 : . | -6 | -1
C=CCC(O)(CC=C)c1ccc(CN(Cc2ccc(OC)cc2)C2CC2)o1
 : -5 | 0 | -1
O=C(C1CCC1)N1CCCN(Cc2cccc3cnccc23)CC1
 : 5 | . | -4
O=S(=O)(c1cc(Cl)c(Cl)s1)N1CCn2cncc2C1
 : 3 | -11 | -7
CCNc1cc(NCCNC(=O)C(C)(C)C)nc(C)n1
 : 2 | . | -5

Later entries.
Value order: NPYLR7 agonist | mcGAS lum | hcGAS inh
O=c1c([N+](=O)[O-])c(NCCc2ccccc2)c2ccccc2n1-c1ccccc1
 : -6 | . | 3
N#CCS(=O)(=O)c1cc(Cl)ccc1Cl
 : 6 | -3 | -5
CCCS(=O)(=O)N1CCN(c2ncnc3c2nnn3-c2ccc(OC)cc2)CC1
 : -4 | 0 | 1
Cc1ccc(Cc2nc(N3CCCN(C(=O)C4CC4)CC3)c3c(C)nn(-c4ccccc4)c3n2)cc1
 : 9 | -7 | -10
CCS(=O)(=O)N1CCN(c2nccc(N3CCCC(O)C3)n2)CC1 (stereo not given)
 : 12 | . | -1
O=C(C1CCC1)N(Cc1cccc(F)c1)CC1CC(c2ccccc2Cl)=NO1 (stereo not given)
 : 8 | -5 | -4
COc1cccc(-c2nc(SC3CCCC3)c3c(=O)n(C)c(=O)n(C)c3n2)c1
 : -5 | -2 | 3
Nc1nc2cc(Cl)cc(Br)c2o1
 : 1 | . | 6
CCCc1c(C(=O)NCc2ccccn2)cnn1-c1ccc(C)cc1
 : 22 | -4 | -8
COCC(=O)Nc1c(-c2ccc(OC)c(OC)c2)nc2ccc(C)cn12
 : -2 | -7 | -3
CC1CCN(CC(=O)N2N=C(c3ccc(F)cc3)CC2c2ccccc2F)CC1 (stereo not given)
 : -1 | -5 | -6
NC(=O)C(Nc1ccc2c(c1)OCCCO2)c1ccccc1 (stereo not given)
 : 6 | -7 | -9
O=S(=O)(c1ccccc1)N1CCCC(OCc2cccc(C(F)(F)F)c2)C1 (stereo not given)
 : -3 | . | -4
O=C(NS(=O)(=O)c1cccs1)c1cc(Cl)c2c(c1)OCCO2
 : -23 | . | -8
COCCOc1nc(-c2cccc(C(F)(F)F)c2)n(-c2ccc(NC(=O)Cc3ccc(F)cc3)cc2)n1
 : 20 | -5 | -4
Cc1cnc(N2CCc3[nH]nc(C(C)C)c3C2)nc1N(C)C
 : 0 | . | 1
O=C(NCc1cccs1)C1CCCN(C2CCN(Cc3ccncc3)CC2)C1 (stereo not given)
 : 6 | -14 | -6
CCN(CC)C(=O)Oc1ccc2c(ccn2Cc2ccc(OC(F)(F)F)c(Cl)c2)c1-c1ccc(OC)c(OC)c1
 : 12 | -6 | -3
COc1ccc(S(=O)(=O)NCC2CCCO2)cc1N1CCN(S(=O)(=O)c2cc(Cl)c(Cl)cc2Cl)CC1 (stereo not given)
 : -3 | -7 | -7
COc1ccc(OC)c(-n2cnnc2CCc2ccccc2O)c1
 : 16 | . | -1

Some of the entries so far, in markdown.
| smiles | NPYLR7 agonist | mcGAS lum | hcGAS inh |
| --- | --- | --- | --- |
| Cc1cc(NS(=O)(=O)c2ccc(NC(=O)c3cc4ccccc4oc3=O)cc2)no1 | -6 | 0 | 1 |
| Cc1cnc(N2CCc3[nH]nc(C(C)C)c3C2)nc1N(C)C | 0 | . | 1 |

Further structures.
Value order: NPYLR7 agonist | mcGAS lum | hcGAS inh
CCCN(Cc1c(-c2ccccc2)nn(C)c1Oc1ccc(F)cc1)CC(O)COCc1ccccc1 (stereo not given)
 : 3 | -6 | -5
CCCc1cc(NCCN(C)C)n2nc(C)c(-c3ccccc3)c2n1
 : 1 | 6 | 17
CN(C)C(C)(C)CNCC1CCCCCCC1
 : 0 | . | -15
Cc1ccc(CN(CCc2c[nH]c3ccccc23)C(=O)CN(C(=O)C2C[C@H]2c2ccccc2)C2CC2)cc1 (stereo not given in full)
 : 3 | -2 | 0
O=C1CCCCCN1CCC(=O)N1CCC2(CCCN(Cc3ccc(F)cc3)C2)C1 (stereo not given)
 : 5 | . | -12
O=C1NCC2(CCCN(Cc3cnc(-c4ccco4)nc3)CC2)O1 (stereo not given)
 : 7 | -10 | -6
CCCCC(CC)C(=O)N1CCC2(CC1)C(=O)N(CC(=O)NCCc1ccc(Cl)cc1Cl)CN2c1ccccc1 (stereo not given)
 : 18 | -5 | -11
c1cc(CN2CCc3[nH]nc(-c4ccc5c(c4)OCO5)c3C2)cs1
 : 7 | . | 3
O=[N+]([O-])c1cccc(-c2nc(-c3ccccn3)no2)c1
 : -1 | -6 | -6
Cc1nc(C)c2c(C)c(C(=O)NCCC3CC4CCC3C4)sc2n1 (stereo not given)
 : 7 | . | -4
CC(=O)Nc1ccc(CN(C)c2c(C)nc3ccc(C(=O)Nc4ccc(Cl)c(Cl)c4)cn23)cc1
 : -9 | 0 | 1
C=CCn1c(=S)[nH]c2sc(C)c(C)c2c1=O
 : 1 | -1 | 6
O=C(O)c1cccnc1CN1CCOc2ccccc2C1
 : . | -10 | -7
O=C(NC(c1ccccc1)c1ccc2ccccc2n1)C1CCN(CCOc2ccc(F)cc2)CC1 (stereo not given)
 : 9 | -2 | -4
CCCN(C(=O)C=Cc1cc(Cl)ccc1Cl)C1CCS(=O)(=O)C1 (stereo not given)
 : 0 | . | -9
COc1ccc(OCCSc2nnnn2-c2ccc(OC)cc2)cc1
 : 14 | -4 | -5
CCOCCNC(=O)c1cncn1-c1ccc(-c2cc(C)cc(C)c2)cc1
 : 3 | -6 | -7
COc1ccccc1C(=O)Nc1nnc(SCc2ccc(C#N)cc2)s1
 : 24 | -7 | -11
COc1ccc2c(c1)OC(=O)NC2(c1ccccc1)C(F)(F)F (stereo not given)
 : 8 | . | -8
c1cc[n+](CCCCn2c3ccccc3c3ccccc32)cc1
 : 9 | . | -4
CNC(=O)C1CN(C(=O)COc2cc(C)ccc2C(N)=O)c2ccccc2O1 (stereo not given)
 : -3 | . | 3
CCc1c(C)nn(CCNC(=O)C2CC3(CCNCC3)CN2)c1C (stereo not given)
 : 10 | . | -5
CCN(CC)c1onc(-c2ccc(F)cc2)c1CN(C(=O)C1CC1)C(C)C
 : 0 | -2 | 1
O=C1CCN(CC(O)COCc2ccco2)c2ccsc2CN1CC1CC1 (stereo not given)
 : 23 | -5 | -4
CSCCNC(=O)CC1C(=O)NCCN1Cc1cccs1 (stereo not given)
 : 1 | . | 0
